High-throughput results (PubChem)
ARFGAP1 inh = inhibitors of rat ARFGAP1 GAP activity, primary screen, biochemical, fluorescence polarization, GDP tracer; AID 651572, 2012; 360,000 tested, 0.26% active; inhibition, % at 16.5 µM; Arfgap1-stimulated ARF1 GTP hydrolysis, GDP FP detection;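 active = inhibition above a per-plate limit, mean inhibition of low control wells plus 3 SD, cut at about 25% in these data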;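 note: 0% = DMSO wells with enzyme and 100% = wells lacking Arfgap1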
Target sequence (Q62848 1-136 limits assumed): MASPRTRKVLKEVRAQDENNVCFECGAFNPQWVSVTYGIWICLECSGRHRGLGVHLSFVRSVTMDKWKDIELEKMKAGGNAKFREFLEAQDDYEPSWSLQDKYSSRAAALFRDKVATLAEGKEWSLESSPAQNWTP
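Assay system: purified rat His6-Arfgap1 residues 1-136 (GAP domain); Reagent: human Δ17 ARF1 bound to GTP; Dosing: 16.5 µM single point, 1.26% DMSO; Times: GTP hydrolysis reaction 2 h at 25 °C; Signal: FP, GDP Alexa 633 tracer displaced from anti-GDP antibody, 620/688 nm; Measure: % inhibition from polarization.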
DDE Tn6 FP inh = inhibitors of Tn6 peptide binding to fibrin DD(E), primary screen, biochemical, fluorescence polarization, human fibrin, Tn6 probe; inhibition, % at 8.3 µM; Fibrin DD(E) TRITC-Tn6 fluorescence polarization displacement; AID 720509, 2013; 370,000 tested, 0.21% active;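 active = inhibition above a per-campaign cutoff: mean of compounds within control limits plus 3 SD, cut at about 15% in these data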;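 note: 0% = median of all compound wells on the plate and 100% = blocking peptide control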
TDP2 inh = human TDP2 enzyme inhibitors, primary screen, biochemical, epi absorbance, recombinant enzyme | AID 720702, 2013 | 370,000 tested, 0.34% active | Tyrosyl-DNA phosphodiesterase 2 (Homo sapiens), O95551 | T5PNP hydrolysis, p-nitrophenol absorbance 415 nm | inhibition, % at 12.8 µM;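 active = inhibition above the mean of all tested compounds plus 3 SD, set per campaign, cut at about 25% in these data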;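 note: 0% = DMSO with enzyme and 100% = buffer with substrate but no TDP2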
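test system = human TDP2 enzyme | input = TDP2 enzyme at 120 nM final | medium = 50 mM Tris-HCl pH 7.5 with Mg2+, KCl, DTT, BSA | also added = T5PNP substrate, 5 mM | times = 2 h at 37 °C | technique = epi absorbance | benchmarks = high control without enzyme, low control DMSO plus TDP2 | replication = each compound tested once, singlicate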
LEDGF integ inh = blockers of LEDGF/p75-dependent integrase strand transfer – biochemical, TR-FRET, high throughput, primary screen | 370,000 tested, 0.64% active | inhibition, % at 3.7 µM | TR-FRET IN-LEDGF/p75 DNA integration, Eu/Cy5;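 active = inhibition above the screen-wide mean plus 3 SD, cut at about 13% in these data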;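 note: signal is the Cy5 over europium emission ratio at 671 and 618 nm; 0% = plate median of compound wells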
KLK7 zymogen act = proKLK7 zymogen activators, primary screen, biochemical, fluorescence intensity; activation, % at 7 µM; Kallikrein-7 (Homo sapiens), P49862; 370,000 tested, 0.9% active; purified proKLK7, EDANS-DABCYL substrate fluorescence; 100% is mature enzyme control, 0% vehicle;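 active = activation above the mean of all tested compounds plus 3 SD, computed per campaign excluding outliers beyond control limits, cut at about 13% in these data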
ADAM17 inh = ADAM17 inhibitors, primary screen, biochemical, QFRET. recombinant ADAM17, EDANS/DABCYL FRET peptide cleavage. 370,000 tested, 0.83% active. inhibition, % at 6.95 µM. Disintegrin and metalloproteinase domain-containing protein 17 (Homo sapiens), P78536;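 active = inhibition above the mean of compounds lying between control limits plus 3 SD, set per campaign, cut at about 8.5% in these data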;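 note: 0% = DMSO-only wells as the low control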
ADAM10 inh = human ADAM10 inhibitors, primary screen, biochemical, QFRET, HTS. Disintegrin and metalloproteinase domain-containing protein 10 (Homo sapiens), O14672. recombinant ADAM10, EDANS/DABCYL FRET peptide cleavage, 3 h. inhibition, % at 7 µM. 370,000 tested, 0.62% active. AID 720582, 2013;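 active = inhibition above a per-campaign cutoff equal to the mean of compounds falling between control-based bounds plus 3 SD, cut at about 20% in these data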;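 note: 0% = DMSO wells while the 100% control is not disclosed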
Target sequence (O14672 214-748 limits assumed): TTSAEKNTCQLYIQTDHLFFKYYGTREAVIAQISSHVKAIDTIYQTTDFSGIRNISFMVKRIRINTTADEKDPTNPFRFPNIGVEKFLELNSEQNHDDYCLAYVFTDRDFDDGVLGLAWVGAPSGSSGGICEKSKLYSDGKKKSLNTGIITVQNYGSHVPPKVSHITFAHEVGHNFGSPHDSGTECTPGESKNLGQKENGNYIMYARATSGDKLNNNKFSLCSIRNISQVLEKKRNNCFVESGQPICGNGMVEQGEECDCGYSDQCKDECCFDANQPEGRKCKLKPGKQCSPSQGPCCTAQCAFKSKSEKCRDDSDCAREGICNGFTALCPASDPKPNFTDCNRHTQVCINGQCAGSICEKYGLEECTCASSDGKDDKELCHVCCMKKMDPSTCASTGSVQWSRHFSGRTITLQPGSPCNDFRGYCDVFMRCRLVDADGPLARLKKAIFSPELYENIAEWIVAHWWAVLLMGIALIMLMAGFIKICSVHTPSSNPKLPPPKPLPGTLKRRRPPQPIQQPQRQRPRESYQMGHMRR
Tn7 DDE FP = inhibitors of Tn7 peptide binding to fibrin DD(E), primary screen, biochemical, fluorescence polarization, human fibrin, Tn7 probe | Fibrinogen beta chain (Homo sapiens), P02675 | 370,000 tested, 0.13% active | inhibition, % at 8.3 µM | FP displacement of FITC-Tn7 peptide from fibrin DD(E); 0% = median of compound wells per plate;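 active = inhibition above the mean of compounds falling within the control limits plus 3 SD of them, cut at about 14% in these data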;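 note: 0% = plate median of compound wells and 100% = 10 µM Aha-Tn7 peptide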
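Test system – human fibrin DD(E) · Times – 10 min preincubation, 3 h with tracer, room temperature · Detection – fluorescence polarization of the labelled Tn7 tracer · Measure – percent inhibition normalized to high-control wells · Benchmarks – high control wells with 10 µM unlabelled Aha-Tn7 peptide (full inhibition) · Repeats – singlicate testing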
ASAP1 inh = inhibitors of human ASAP1 ArfGAP activity, primary screen, biochemical, fluorescence polarization. Arf-GAP with SH3 domain, ANK repeat and PH domain-containing protein 1 (Homo sapiens), …. 360,000 tested, 0.19% active. AID 624377, 2012. ASAP1-stimulated ARF1 GTP hydrolysis, GDP FP detection. inhibition, % at 16.5 µM; in the data active = inhibition above about 25%;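 note: 0% = vehicle with enzyme and substrate and 100% = no enzyme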
Target sequence (Q9ULH1 325-724 limits assumed): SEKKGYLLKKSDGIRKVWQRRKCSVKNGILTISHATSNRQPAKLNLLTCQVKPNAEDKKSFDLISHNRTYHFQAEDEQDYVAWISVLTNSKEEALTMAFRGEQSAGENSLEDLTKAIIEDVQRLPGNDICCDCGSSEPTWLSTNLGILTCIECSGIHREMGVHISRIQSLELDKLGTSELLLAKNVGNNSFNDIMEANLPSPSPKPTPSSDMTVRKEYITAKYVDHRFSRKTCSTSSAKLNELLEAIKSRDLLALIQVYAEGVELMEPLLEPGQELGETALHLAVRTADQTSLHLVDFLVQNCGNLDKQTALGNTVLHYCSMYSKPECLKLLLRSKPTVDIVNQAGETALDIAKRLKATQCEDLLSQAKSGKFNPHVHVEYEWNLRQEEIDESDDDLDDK
PLC-gamma1 inh = PLC-gamma1 enzyme inhibitors, primary screen, biochemical, fluorescence, purified enzyme. 1-phosphatidylinositol 4,5-bisphosphate phosphodiesterase gamma-1 (Homo sapiens), P19174. fluorogenic substrate. inhibition, % at 12.2 µM. 370,000 tested, 0.84% active. AID 720700, 2013; in the data active = inhibition above about 9.5%
The depositor's hits bear a star; i = inactive; · = no result given.

mol | ARFGAP1 inh | DDE Tn6 FP inh | TDP2 inh | LEDGF integ inh | KLK7 zymogen act | ADAM17 inh | ADAM10 inh | Tn7 DDE FP | ASAP1 inh | PLC-gamma1 inh
C=CC[C@@H]1NN2C(=O)[C@@H](C)[C@@H]3c4ccccc4C=NN3[C@@H]2c2ccccc21 | · | -1 | 14 | 0 | 0.0 | -8 | -14 | 10 | · | -8
COc1ccc(CCNC(=O)Cc2cccc(C(F)(F)F)c2)cc1OC | -1 | -4 | -6 | -6 | -0.1 | -2 | -9 | -1 | 0 | -2
CCCCN(C(=O)COC(=O)c1ccc(C=O)cc1)c1c(N)n(CCC)c(=O)[nH]c1=O | 6 | 5 | -2 | -4 | 0.2 | -5 | -16 | -1 | 1 | 2
Cn1c(O)c(N=NC(=O)Cn2ccc(C(F)(F)F)n2)c2ccccc21 | 7 | -1 | -12 | 0 | 0.3 | 1 | 7 | -7 | 10 | 5
O=C(CN1C(=O)NC2(CCCCC2)C1=O)Nc1nc2c(F)cc(F)cc2s1 | 12 | -10 | -11 | 2 | 0.0 | 3 | 11 | 5 | 2 | -4
Cc1csc(N(C(=O)c2ccc(S(=O)(=O)N(C)C)cc2)c2ccccc2)n1 | 5 | -9 | 0 | 0 | 0.7 | -3 | 3 | -1 | 0 | 0
COc1ccc(N(CC(O)CN2C(=O)NC(C)(C)C2=O)S(=O)(=O)c2ccc(C)cc2)cc1 (configuration not stated) | 14 | 3 | -5 | -3 | 0.6 | -3 | -1 | 5 | -1 | -1
COCCNc1nc(-c2cc(C)c(C)cc2C)cs1 | 9 | -3 | -9 | -8 | -0.1 | -1 | -8 | -1 | -11 | 1
CSc1nc(C)nc2c1c(=O)n(C)c(=O)n2C | 7 | 1 | 6 | -2 | 0.4 | -1 | -9 | 7 | 14 | 1
N#CC1=C(N)N(c2ccccc2)C2=C(C(=O)CCC2)C1c1ccccc1 (configuration not stated) | -3 | 4 | -2 | -1 | -0.6 | -4 | -5 | -2 | -1 | -19
O=C(CSc1nc2ccc(Cl)cc2[nH]1)c1ccc2c(c1)OCO2 | 1 | 4 | 8 | -2 | -0.5 | -4 | -2 | 7 | 0 | -2
Cc1cccc(N(Cc2ccccc2)C(=O)Cc2ccc(S(=O)(=O)N3CCOCC3)s2)c1 | -7 | -2 | -1 | -5 | 0.3 | -1 | -2 | 4 | 4 | -2
Cc1ccc2c(c1)N(CC(=O)Nc1ccc3c(c1)OCCO3)C(=O)CO2 | 1 | -4 | 6 | 0 | -0.1 | -4 | 3 | 2 | -4 | 1
Cc1cc(C)n2c(=O)[nH]nc2c1 | -6 | 1 | -10 | -1 | 12 | -67 | -232 | -4 | -4 | -162
COC(=O)c1c(C(C)=O)c(C)n(C)c1C | -4 | 7 | 5 | -1 | 0.0 | -6 | -12 | -1 | 7 | 1
Nc1nonc1C(=O)NCCNCc1ccccc1OCc1ccc(F)cc1 | 12 | -2 | -5 | 4 | 0.8 | 1 | 1 | -10 | -12 | 5
Cc1c(CCC(=O)O)c(=O)oc2cc(OCc3cccc(F)c3)ccc12 | 9 | -2 | 0 | 1 | 1.8 | -323 | i | 1 | -2 | -54
COc1ccc2cc(/C=C3\SC(=S)NC3=O)c(N3CCOCC3)nc2c1 | -7 | -1 | 7 | 1 | -0.7 | -7 | -21 | 4 | -7 | -38
COC(=O)c1cc(NCc2cccs2)ccc1N1CCOCC1 | -3 | 4 | 2 | -3 | -1.6 | -10 | -28 | 2 | -3 | -54
COc1cc(C2c3[nH]c4ccccc4c3CC3COC(=O)N32)cc(OC)c1O (configuration not stated) | 10 | -3 | 4 | 0 | -0.3 | -3 | -7 | -7 | -10 | -1
Cn1c2ccccc2c2nnc(SCC(=O)NC3CC3)nc21 | 10 | -2 | 12 | 0 | -1.1 | 0 | 1 | -4 | -12 | -2
Cc1ccc(S(=O)(=O)n2cccc2C)cc1 | -2 | 0 | -8 | 3 | -0.1 | 2 | 1 | -3 | 9 | 4
CC(=O)N1CCN(c2ccc(N3CCN(Cc4ccccc4)[C@@H](C)C3)c(C)c2)[C@H](C)C1 | 15 | -2 | -7 | -2 | 1.6 | -6 | -17 | -6 | 4 | -2
CC(C)(C)NC(=O)CSc1nnc(CN2CCCCCC2=O)n1-c1ccccn1 | 16 | 3 | -2 | 0 | -0.3 | -3 | -19 | 4 | -5 | 1
CC(C)NC(=O)N(C)C[C@@H]1OCc2ccccc2-c2c(n(C)c3ccccc23)C(=O)N([C@@H](C)CO)C[C@@H]1C | -7 | 1 | 0 | 1 | 0.2 | -3 | -5 | 3 | -7 | -3
CNc1c(C(=O)O)ccc2c1C(=O)c1ccccc1C2=O | 3 | 1 | 11 | -2 | 0.2 | -4 | -13 | -1 | -3 | -1
COc1c(C)cccc1C(=O)Nc1cc(Cl)ccc1N1CCOCC1 | -2 | -7 | -6 | 1 | -0.4 | 0 | 6 | -11 | 3 | 0
Cc1ccc2nc(-c3ccc(C#N)cc3)c(Cc3ccccc3C(F)(F)F)n2c1 | 1 | 2 | 7 | -4 | -8.1 | -41 | -148 | 4 | -3 | -79
O=C(O)c1cscc1-c1cccc2ccccc12 | 6 | -1 | 10 | -1 | -0.1 | 0 | 4 | 3 | 3 | -4
O=C(NC(=O)c1ccccc1O)c1ccc(C(F)(F)F)cc1 | 2 | 2 | 3 | -5 | 0.0 | -5 | -13 | -2 | 1 | 1
COC(=O)CSC1=C(C#N)C(=O)NC(c2ccccc2)S1 (configuration not stated) | 5 | -1 | 2 | -3 | -0.2 | -7 | -5 | -2 | 6 | 3
CC1(C(=O)NS(=O)(=O)c2ccc3c(c2)CCO3)CCN1C(=O)C1(c2ccc(Cl)cc2)CC1 (configuration not stated) | -10 | -1 | 14 | -1 | 0.2 | -2 | -2 | 0 | -6 | -1
COC(=O)COc1cccc2c(=O)n(CC(=O)NCc3ccccc3)ccc12 | -3 | -1 | -12 | 0 | 0.4 | -9 | -15 | 2 | -6 | 1
CCC1=C(OC(=O)N(CC)CC)N2C(=O)OC(=NCC3CC3)[C@]2(C)[C@H]2C1=CC[C@H]1C(=O)N(CC(=O)OC)C(=O)[C@H]12 | 5 | -2 | 10 | 0 | 0.8 | -5 | -11 | -6 | 2 | -6
CCOc1ccc(CNC(=O)Nc2ccccc2)cc1 | 8 | -1 | 11 | 1 | -0.5 | -2 | 9 | 5 | 5 | 2
O=C(Cc1cccs1)NCc1ccc2c(c1)OCO2 | -5 | 4 | 0 | -1 | -0.2 | -10 | -1 | 6 | -19 | 0
Cc1cccc(NS(=O)(=O)c2ccc(C)c(C(=O)N(C)C3CCN(C)CC3)c2)c1 | -8 | 1 | 1 | 0 | 0.4 | 0 | -3 | 5 | 4 | -1
COC(=O)[C@]12C[C@H](CC(=O)NCc3cccc4ccccc34)C(=O)N(Cc3ccc4c(c3)OCO4)C1=C[C@H](COCc1ccccc1)O[C@@H]2C | 3 | -7 | 0 | -1 | 0.1 | 3 | 17 | -3 | 3 | -1
CCOC(=O)C(C)Sc1nc(=O)n2cc(C)ccc2n1 (configuration not stated) | -13 | -1 | 7 | 2 | 0.3 | -23 | -68 | -2 | 0 | -3
O=C(NCc1ccccn1)C1COc2ccccc2O1 (configuration not stated) | 0 | -7 | 1 | 0 | -0.4 | 0 | -9 | 4 | 8 | -2
CCOc1ccc(C(=O)COC(=O)c2ccc(-n3cnnn3)cc2)cc1 | 1 | -2 | -14 | -1 | 0.1 | -5 | -1 | -11 | 12 | 4
CCn1c2ccccc2c2nnc(SCN3C(=O)c4ccccc4C3=O)nc21 | 15 | -1 | -2 | 6 | 0.3 | -4 | -10 | 1 | 2 | -1
O=C(c1ccccc1)c1n[nH]c(-c2ccccc2)cc1=O | 1 | -1 | -6 | -1 | -0.4 | 0 | 2 | -7 | -7 | 2

In another format: 4 of the compounds above
> Cn1c(O)c(N=NC(=O)Cn2ccc(C(F)(F)F)n2)c2ccccc21
- ARFGAP1 inh = 7
- DDE Tn6 FP inh = -1
- TDP2 inh = -12
- LEDGF integ inh = 0
- KLK7 zymogen act = 0.3
- ADAM17 inh = 1
- ADAM10 inh = 7
- Tn7 DDE FP = -7
- ASAP1 inh = 10
- PLC-gamma1 inh = 5
> O=C(CN1C(=O)NC2(CCCCC2)C1=O)Nc1nc2c(F)cc(F)cc2s1
- ARFGAP1 inh = 12
- DDE Tn6 FP inh = -10
- TDP2 inh = -11
- LEDGF integ inh = 2
- KLK7 zymogen act = 0.0
- ADAM17 inh = 3
- ADAM10 inh = 11
- Tn7 DDE FP = 5
- ASAP1 inh = 2
- PLC-gamma1 inh = -4
> Cc1csc(N(C(=O)c2ccc(S(=O)(=O)N(C)C)cc2)c2ccccc2)n1
- ARFGAP1 inh = 5
- DDE Tn6 FP inh = -9
- TDP2 inh = 0
- LEDGF integ inh = 0
- KLK7 zymogen act = 0.7
- ADAM17 inh = -3
- ADAM10 inh = 3
- Tn7 DDE FP = -1
- ASAP1 inh = 0
- PLC-gamma1 inh = 0
> COc1ccc(N(CC(O)CN2C(=O)NC(C)(C)C2=O)S(=O)(=O)c2ccc(C)cc2)cc1 (configuration not stated)
- ARFGAP1 inh = 14
- DDE Tn6 FP inh = 3
- TDP2 inh = -5
- LEDGF integ inh = -3
- KLK7 zymogen act = 0.6
- ADAM17 inh = -3
- ADAM10 inh = -1
- Tn7 DDE FP = 5
- ASAP1 inh = -1
- PLC-gamma1 inh = -1

Rows are unselected. Share with any hit: about 4.2%.
